Luc counter: Kinase-Glo luciferase inhibition (counter-screen); 200,000 compounds, 0.28% hits; Potency, µM (doses to about 38.3 µM), without a hit: at the top dose activity change, negative = inhibition, hits mostly inhibitors; Kinase-Glo luciferase, ATP luminescence, 8 min; further: potency means the concentration at half of the fitted maximal effect; on the % scale 0 is the no-effect control and ±100 the full control effect; nearly all actives have a fitted effect of over 60% in size
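Substrate mix (final 50 mM imidazole pH 7.2, 50 mM KCl, 7 mM MgCl2, 10 uM ATP, 0.01% Tween 20, 0.05% BSA) plus pin-tool compound, then Kinase-Glo detection mix; 8 min ambient, luminescence read.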
HttQ103 aggreg: reduces HttQ103-GFP aggregates in PC12 cells | AID 1688 | PC12 HttQ103-GFP aggregates, Acumen cytometry, 40 h | 220,000 compounds, 1.1% hits | Potency, µM (highest dose often 46.1 µM), for the others: at the highest dose activity change, negative = inhibition, usual class: inhibitors; further: potency means the concentration at half of the fitted maximal effect; on the % scale 0 is the no-effect control and ±100 the full control effect; nearly all actives have a fitted effect of over 60% in size
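Using laser scanning cytometry, GFP-positive aggregates were counted after lysis of PC12 cells induced with 100 nM tebufenozide to express HTT exon 1 Q103–GFP. Compounds were tested in titration.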
IMPase Li inh: IMPase inhibition in cells with lithium potentiation; 210,000 compounds, 0.35% hits; AID 1457; Potency, µM (highest dose often 59.4 µM), for inactives: at the highest dose activity, negative = IMPase inhibition, hits mostly inhibitors; CHO-M1 cells, IP1 TR-FRET (IP-One), carbachol + lithium;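 further: IP1 builds up when IMPase is blocked and the TR-FRET signal falls; potency means the concentration at half of the fitted maximal effect; plate controls were basal vehicle for no effect and high inhibitor control for full effect; nearly all actives have a fitted effect of over 50% in size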
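CHO cells stably expressing M1 receptor (2000/well, cultured 16–30 h) treated 30 min at 37C with compound plus low lithium. Cytosolic IP1 by TR-FRET (665/620 ratio and 620 channel) after 10 min lysis; AC50 by Hill fit.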
Lamin A splicing: modulators of lamin A splicing; HeLa LMNA splicing GFP/RFP minigene ratio, 48 h; Potency, µM (highest dose often 46.1 µM), for the others: at the top dose ratio change, negative = inhibition, usual class: inhibitors; 200,000 compounds, 0.01% hits; AID 1487; active means well fitted inhibition curve with a large enough effect in the signal ratio, with a control signal flat, not every such curve was filed as active; inconclusive means small, poorly fitted or top-dose-only effect, or effect the other way, or a change in a side signal; the % refers to the signal ratio; further: potency means the concentration at half of the fitted maximal effect; on the % scale 0 is the no-effect control and ±100 the full control effect
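S3 HeLa stable clones carrying a lamin A-EGFP splicing minigene plus DsRed2 were seeded at 600 cells/well in Opti-MEM with 2% FBS, pin-dosed and incubated 48 h at 37°C. Acumen cytometry (488 nm) gave the GFP/RFP total-intensity ratio.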
CBFb-RUNX1 inh: inhibitors of human CBF-beta and RUNX1 interaction; Q01196+Q13951; AlphaScreen CBFb-His/RUNX1-biotin binding, biochemical; Potency, µM (series often up to 59.8 µM), without a hit: top-dose activity, negative = inhibition, most hits filed as inhibitors; 230,000 tested, under 10 active; further: % of control where 0% means no effect
Target sequence (Q01196 whole entry, looked up): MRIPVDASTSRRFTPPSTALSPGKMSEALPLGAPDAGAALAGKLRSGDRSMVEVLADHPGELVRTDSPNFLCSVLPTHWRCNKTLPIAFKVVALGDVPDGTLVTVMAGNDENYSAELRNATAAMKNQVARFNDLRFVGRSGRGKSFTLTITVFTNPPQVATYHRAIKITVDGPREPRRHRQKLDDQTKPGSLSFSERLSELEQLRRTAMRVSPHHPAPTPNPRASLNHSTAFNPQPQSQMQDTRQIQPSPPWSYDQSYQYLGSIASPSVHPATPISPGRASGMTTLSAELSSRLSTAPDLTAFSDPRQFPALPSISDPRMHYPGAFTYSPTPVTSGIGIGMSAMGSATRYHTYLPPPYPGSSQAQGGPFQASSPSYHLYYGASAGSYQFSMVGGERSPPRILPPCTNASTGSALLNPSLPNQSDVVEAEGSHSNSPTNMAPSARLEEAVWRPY
Target sequence (Q13951 whole entry, looked up): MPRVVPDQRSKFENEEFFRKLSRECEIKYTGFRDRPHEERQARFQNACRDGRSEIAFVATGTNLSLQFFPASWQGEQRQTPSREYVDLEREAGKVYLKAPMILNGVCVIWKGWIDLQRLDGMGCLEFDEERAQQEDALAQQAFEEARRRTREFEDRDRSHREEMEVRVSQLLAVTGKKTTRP
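Read-out: AlphaScreen. Format: His-CBF-beta with biotinylated RUNX1 (30 nM each) preincubated 20 min, compound 15 min, Ni-chelate plus streptavidin beads 90 min; room temperature throughout.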
Epigenetic derep: epigenetic control regulation, reporter derepression | AID 1865 | 280,000 compounds, 0.2% hits | murine LDR cells, GFP reporter derepression, 30 h | Potency, µM (series often up to 53.9 µM), inactives show at the top dose GFP activation, hits mostly activators; further: potency means the concentration at half of the fitted maximal effect; % of control where 0% means no effect; nearly all actives have a fitted effect of over 60% in size
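Derepression of a silenced CMV-GFP reporter in murine LDR cells is scored by enumerating GFP-positive cells with a laser-scanning microplate cytometer after 30 hours of treatment at 37 C.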
NPSR antagonist: blocks cAMP signaling of the human neuropeptide S receptor; Potency, µM (highest dose often 38.3 µM), for inactives: at the highest dose activity change, negative = inhibition, hits mostly inhibitors; CHO-NPSR cells, cAMP TR-FRET, antagonist mode; 220,000 compounds, 1% hits; further: potency means the concentration at half of the fitted maximal effect; on the % scale 0 is the no-effect control and ±100 the full control effect; nearly all actives have a fitted effect of over 50% in size; many of its hits are not listed in these tables
Target sequence (Q6W5P4 whole entry, looked up): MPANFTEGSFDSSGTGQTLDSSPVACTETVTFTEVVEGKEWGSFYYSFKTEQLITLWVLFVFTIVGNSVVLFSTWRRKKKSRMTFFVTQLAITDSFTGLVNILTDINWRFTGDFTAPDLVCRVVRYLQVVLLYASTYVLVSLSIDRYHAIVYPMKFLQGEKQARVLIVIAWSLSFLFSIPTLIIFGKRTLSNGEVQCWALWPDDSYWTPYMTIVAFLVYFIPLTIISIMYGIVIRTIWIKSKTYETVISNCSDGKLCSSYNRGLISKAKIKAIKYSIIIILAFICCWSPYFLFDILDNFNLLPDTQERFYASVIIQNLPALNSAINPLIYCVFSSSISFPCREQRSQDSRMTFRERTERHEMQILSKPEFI
* hit, by the source's call; ? = inconclusive; . = not tested or not shown; [ ] = remark or other dose. Unless noted, the call rests on the fitted dose curve; in most records, active means well fitted curve in the direction sought with a large enough effect; inconclusive means small, poorly fitted or top-dose-only effect, or another doubt; inactive means no such curve, though single readings can be large; an effect the other way counts as inactive or inconclusive.

The opening two compounds, ahead of the listing:
mol | Epigenetic derep | HttQ103 aggreg | CBFb-RUNX1 inh | Luc counter | IMPase Li inh | Lamin A splicing | NPSR antagonist
CCc1ccc(NC(=O)c2ccccc2SC)cc1 | -0.3% | -1.2% | -5.5% | -12.2% | 9.9% | ? | -12.6%
CCc1ccc(NC(=O)CSc2nnc(Cn3c(=O)sc4ccccc43)n2C)cc1 | -1.0% | -4.3% | -1.3% | -0.2% | -2.0% | -2.3% | -3.1%[46.1 µM]

The listing, from the start:
mol | Epigenetic derep | HttQ103 aggreg | CBFb-RUNX1 inh | Luc counter | IMPase Li inh | Lamin A splicing | NPSR antagonist
CCc1ccc(NC(=O)c2ccccc2SC)cc1 | -0.3% | -1.2% | -5.5% | -12.2% | 9.9% | ? | -12.6%
CCc1ccc(NC(=O)CSc2nnc(Cn3c(=O)sc4ccccc43)n2C)cc1 | -1.0% | -4.3% | -1.3% | -0.2% | -2.0% | -2.3% | -3.1%[46.1 µM]
O=C(CCCN1C(=O)CCC1=O)Nc1ccc2c(c1)OCO2 | 2.9% | 2.0% | 1.5% | 1.9% | 16.2%[38.3 µM] | -8.5% | 5.9%[46.1 µM]
O=C(COC(=O)c1ccc2c(c1)C(=O)N(CCc1ccccc1)C2=O)Nc1ccc(OC(F)F)cc1 | -2.4% | 0.9% | 6.5% | -1.0% | 0.1% | -0.8% | -20.2%
COc1ccc(CCNC(=S)Nc2cccc(C)c2)cc1 | 4.9% | -8.1% | -3.9% | -2.0% | 33.1%[38.3 µM] | ? | -2.4%[46.1 µM]
O=C(O)CCC[C@H](O)\C=C/C=C/C=C/[C@H](O)C/C=C\CCCCCO | -1.1% | . | 14.0% | -2.8% | 1.7% | . | .
COc1ccc(C(C)=O)cc1CS(=O)(=O)CC(=O)O | -1.5% | 13.2% | 8.1% | 1.3% | -1.7% | 15.9%[46 µM] | 9.5%
CCOC(=O)c1cnc2c(C#N)c(C)nn2c1-c1ccccc1 | 4.2% | -5.9% | 0.3% | 1.8% | 7.0%[38.3 µM] | -2.1% | -11.1%[46.1 µM]
CCCC(=O)Nn1cnc2c(c1=O)C1(CCCC1)Cc1ccccc1-2 | -2.1% | ? | 1.2% | 0.1% | 19.1%[38.3 µM] | -6.5% | -9.1%[46.1 µM]
O=C(NCCCN1CCN(c2ccc(F)cc2)CC1)c1cccc(N2CCCC2=O)c1 | -0.9% | 12.2% | 2.9% | 1.3% | -1.2% | -9.1% | -4.3%[46.1 µM]
C=CCCCCCCCCCCCc1ccco1 | -0.2% | . | . | -0.2% | -2.5% | 20.4% | .
C=CCSC1=Nc2sccc2C2=NC(=O)CN12 | 0.0% | -6.7% | -6.7% | -4.0% | -0.9%[38.3 µM] | -12.4% | -1.3%[46.1 µM]
CCOCCn1c(COc2ccccc2)nc2ccccc21 | 0.0% | 6.7% | -3.2% | -2.8% | 6.9%[38.3 µM] | 1.1% | -5.9%[46.1 µM]
COc1ccc2[nH]c(=O)c(CN(c3ccc(C)c(C)c3)S(C)(=O)=O)cc2c1 | -1.7% | -14.8% | 7.0% | -1.0% | -0.1% | -7.6%[46 µM] | -18.9%
NC(=O)c1sc2nc(-c3ccccc3)c3c(c2c1N)CCCC3 | -4.5% | 6.31µM* | 15.2% | 2.8% | ? | . | -21.4%
Cc1cccc(C)c1OCC(O)CNC(C)C (configuration not stated) | 9.3% | 24.9% | -0.8% | -2.2% | 13.4%[38.3 µM] | 2.8% | -12.7%[46.1 µM]
Cc1cccc(-n2c(SCc3cc(=O)n4ccsc4n3)nc3ccccc32)c1 | 1.2% | -11.6% | 6.7% | 6.9% | 31.4%[activator] | -4.2% | -8.8%[46.1 µM]
CCOC(=O)Nc1ccc(C(=O)NCC2CCCO2)cc1 (configuration not stated) | 11.4% | 11.7% | -2.9% | -1.0% | 0.5%[38.3 µM] | 4.6% | -0.4%[46.1 µM]
Cc1cc(/C=C(\C#N)C(=O)Nc2ccc(F)cc2)c(C)n1-c1ccc(N2CCOCC2)c([N+](=O)[O-])c1 | 5.7% | -17.4% | -2.6% | -5.0% | 21.7%[38.3 µM] | ? | -20.6%[46.1 µM]
Cc1ccc(-c2nnc(SCC(=O)Nc3ccc4c(c3)oc3ccccc34)n2C)c(Cl)c1 | 5.7% | 8.2% | -0.2% | -2.2% | -9.2%[38.3 µM] | 3.3% | -8.1%[46.1 µM]
Cc1ccc(C2(C)NC(=O)N(Cc3c(C)noc3C)C2=O)cc1 (configuration not stated) | 0.0% | -7.0% | 3.1% | -2.2% | 10.1%[38.3 µM] | -0.8% | -7.2%[46.1 µM]
CCN(CC)CCOc1ccc(Br)cc1 | -1.0% | -30.8% | -3.0% | 3.1% | 6.8% | -2.1% | 17.0%[46.1 µM]
COc1ccccc1-n1cnc2cc(NS(=O)(=O)c3ccccc3)ccc21 | 1.0% | -27.0% | -9.9% | -2.0% | 38.3%[activator][38.3 µM] | -6.7% | -10.0%[46.1 µM]
CC(=O)OC[C@]1(OC(C)=O)C[C@@]23CC[C@H]4[C@@](C)(CCC[C@@]4(C)C(=O)O)[C@@H]2CC[C@@H]1C3 | 6.7% | 10.4% | 3.3%[2.36 µM] | -4.9% | -2.7% | 10.7% | 5.3%
O=C(CSc1nc2[nH]ncc2c(=O)n1-c1ccccc1Br)NCc1ccccc1Cl | -4.1% | -19.0% | -7.8% | -0.2% | -1.5% | . | -10.1%
Cc1nnc(NC(=O)CSc2ncnc3c2cnn3-c2ccccc2C)s1 | 2.0% | 3.8% | 0.5% | -2.1% | -1.4%[38.3 µM] | -3.9% | -13.9%[46.1 µM]
COCCNC(=S)N/N=C(\C)c1ccccc1OC | ? | 14.1% | 2.7% | -7.2% | 6.8% | 9.4% | -31.5%
N#CC1=C(N)OC2=C(CCc3ccccc32)C1c1ccccc1Cl (configuration not stated) | 0.0% | 11.1% | 3.6% | 1.0% | 20.9% | ? | -28.4%
COc1ccc(NS(=O)(=O)c2ccc(NS(=O)(=O)c3ccc(SC)cc3)cc2)c(OC)c1 | -7.3% | -12.9% | -0.3% | -2.5% | 32.1%[activator][38.3 µM] | -4.3% | -19.8%[46.1 µM]
N#Cc1nc(COc2ccccc2Cl)oc1N1CCCCCC1 | -1.0% | 7.4% | -2.3% | 1.5% | 18.9% | -1.0% | ?
Cc1ccc(C(=O)NCC(=O)NCC(=O)OCC(=O)c2cccs2)cc1 | -1.1% | -4.9% | 9.5% | -2.4% | -2.0% | -7.0% | 1.7%
CCN(C(=O)Cc1c(C(=O)O)n(C)c2ccccc12)c1ccc(F)cc1 | -1.7% | -8.7% | 0.9% | 3.8% | 0.4% | . | -9.5%
COC(=O)Cc1ccc(NC(=S)NN2CCOCC2)cc1 | 1.1% | 13.5% | -9.7% | -2.1% | -17.9% | -3.2% | 5.0%
COc1ccc(S(=O)(=O)Nc2cc(C)cc(C)n2)c2ccccc12 | -1.1% | 1.2% | 3.4% | 3.6% | 6.2%[38.3 µM] | 2.6% | -12.3%[46.1 µM]
O=C(CCN1C(=O)c2ccccc2C1=O)N(CCO)Cc1ccccc1 | 2.2% | 13.4% | 1.9% | -6.7% | 31.4%[activator][38.3 µM] | 17.1% | 3.0%[46.1 µM]
O=C(O)Cn1c(=O)cnc2ccccc21 | -0.5% | 18.6% | 2.3% | -3.4% | -12.1%[38.3 µM] | 3.0% | -2.4%[46.1 µM]
O=C(NCCCn1ccnc1)c1cn(Cc2ccc(F)cc2)nn1 | 0.0% | -9.4% | -0.2% | -3.8% | 5.2%[38.3 µM] | -4.5% | -14.5%[46.1 µM]
Cc1ccc(C(=O)NCc2cccnc2)cc1S(=O)(=O)Nc1ccccc1 | -0.6% | -5.0% | 15.1% | -0.8% | 7.7% | . | -2.2%
O=C(COc1ccc(Cl)cc1)NNC(=O)CSc1nncs1 | -0.2% | -4.1% | 12.3% | -1.9% | -1.8% | -5.1%[46 µM] | 5.7%
O=C(O)/C=C/C(=O)NCCC1=CCCCC1 | 1.1% | -19.8% | 2.6% | 0.2% | 0.6% | . | 10.0%
COc1ccc(-c2cnnn2-c2ccc(NC(=O)c3ccc(S(=O)(=O)N4CCCCC4)cc3)cc2)cc1OC | -1.3% | 9.0% | -6.8% | -1.5% | 3.2% | -14.6% | 3.16µM*
COC(=O)CN=Cc1c(C)[nH]n(-c2ccccc2)c1=O | -0.2% | 14.6% | 4.6% | -0.1% | -4.2% | ? | 10.0%
Cc1cc(C)c2c(c1)cc(C)c1nnc(SCC(=O)Nc3ccccc3N3CCOCC3)n12 | -1.0% | 18.4% | -6.4% | 5.0% | 12.7% | -3.8% | -8.6%
CCc1cccc(Oc2nn[nH]n2)c1 | 2.5% | -15.0% | 3.2% | -3.5% | -13.3%[38.3 µM] | 5.3% | -3.6%[46.1 µM]
COc1ccc(C2c3c(oc4ccccc4c3=O)C(=O)N2c2ccccn2)cc1OC (configuration not stated) | 2.3% | -3.6%[9.22 µM] | 8.4% | . | -1.5% | . | 25.7%
COC(=O)c1ccc(NC(=O)C2CCCO2)cc1 (configuration not stated) | 1.5% | -14.8% | 3.5% | -3.5% | -19.8%[38.3 µM] | 12.0% | 17.6%[46.1 µM]
FC(F)(F)c1ccc(Cl)c(-n2c(Cc3cccs3)n[nH]c2=S)c1 | 0.4% | 5.7%[9.22 µM] | -20.9% | . | . | . | ?
Cc1ccc(NC2=NC(c3ccc(F)cc3)n3c(nc(C)cc3=O)N2)cc1 (configuration not stated) | 2.1% | 0.4%[9.22 µM] | 4.3% | . | . | . | -16.4%
C=CCN(CC=C)C(=O)c1ccccc1NC(=O)c1ccccc1C | -1.2% | -0.4% | 2.3% | -5.6% | 24.0%[38.3 µM] | 22.1% | -12.0%[46.1 µM]
CCOC(=O)/C(C#N)=C1/C=Nc2ccccc2N1 | 0.0% | 0.1% | -0.4% | -4.6% | 17.8%[38.3 µM] | -1.2% | -17.1%[46.1 µM]
N#Cc1c(-c2ccccc2)cc(C2CC2)nc1SCC(=O)c1cccs1 | ? | 23.7% | 16.2% | -2.5% | -4.2%[38.3 µM] | 15.2% | ?
CN(CC(=O)NCCc1ccccc1)S(=O)(=O)c1cccc2nsnc12 | ? | -1.1% | 6.7% | 2.5% | -9.7% | ? | 1.5%
N/C(=N\OC(=O)COc1ccc2ccccc2c1Br)c1ccncc1 | 6.1% | ? | 13.7% | 0.3% | ? | -19.3%[46 µM] | -29.0%

From PubChem

Some of the compounds tested (hit frequency here may not be typical).
